ABHD5-PLIN5 inh: blocks binding of human ABHD5 to perilipin-5; Split G. princeps luciferase complementation, luminescence, 4 h; Q00G26+Q8WTS1; 0.78% of 360,000 active; AID 602281; inhibition, % at 4 µM;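 active = inhibition above the mean inhibition across every tested compound plus 3 SD, cut at about 22% in these data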;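 also: 0% = DMSO only wells and the 100% control is not disclosed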
Target sequence (Q00G26 whole entry, looked up): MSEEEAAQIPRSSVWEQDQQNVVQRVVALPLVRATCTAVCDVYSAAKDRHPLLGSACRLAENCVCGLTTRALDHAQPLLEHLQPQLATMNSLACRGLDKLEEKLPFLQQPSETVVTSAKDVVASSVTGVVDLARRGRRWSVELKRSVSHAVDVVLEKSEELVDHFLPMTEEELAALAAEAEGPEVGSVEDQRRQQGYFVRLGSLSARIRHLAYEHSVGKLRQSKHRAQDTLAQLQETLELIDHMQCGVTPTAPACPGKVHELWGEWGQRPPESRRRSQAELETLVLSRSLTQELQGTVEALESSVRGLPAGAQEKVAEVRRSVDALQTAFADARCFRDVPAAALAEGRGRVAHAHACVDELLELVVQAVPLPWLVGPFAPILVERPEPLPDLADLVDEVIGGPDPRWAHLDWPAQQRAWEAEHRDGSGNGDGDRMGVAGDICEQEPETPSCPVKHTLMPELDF
Target sequence (Q8WTS1 whole entry, looked up): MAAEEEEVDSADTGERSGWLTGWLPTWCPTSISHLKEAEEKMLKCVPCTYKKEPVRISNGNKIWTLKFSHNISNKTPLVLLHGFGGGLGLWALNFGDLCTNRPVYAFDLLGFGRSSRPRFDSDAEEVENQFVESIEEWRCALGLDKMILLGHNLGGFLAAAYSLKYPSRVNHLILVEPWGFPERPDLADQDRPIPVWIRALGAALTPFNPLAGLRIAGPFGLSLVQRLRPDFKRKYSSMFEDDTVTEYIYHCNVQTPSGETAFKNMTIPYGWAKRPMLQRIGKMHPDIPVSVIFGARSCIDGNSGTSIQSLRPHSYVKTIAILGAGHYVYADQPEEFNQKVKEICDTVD
aDG glyco act: increases alpha dystroglycan glycosylation; Pro5-aDG cells, alpha-DG glycosylation AlphaScreen (IIH6); 0% Pro5, 100% B10-LARGE cell signal; activation, % at 10 µM; 0.22% of 360,000 active; AID 624168;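 active = activation of at least 8% versus controls, or a plate z-score of at least 8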;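 also: Pro5 are CHO cells carrying HIG-tagged alpha-DG that lacks glycosylation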
Vif inh: inhibitors of HIV Vif; HEK293T cells, Vif self-association by quenched fluorescence, imaging, 24 h; inhibition, % at 7.49 µM; 0.35% of 340,000 active; in the data active = inhibition above about 50%, passing the limit was not always enough; inconclusive = no clear call, values can overlap the other calls; inactive = below about 31%; also: some results filed as inactive read as strong as hits
MC4R antag cAMP: antagonists of human melanocortin 4 receptor (MC4R); P32245; MC4R-expressing cells, MTII-stimulated cAMP, LANCE TR-FRET; inhibition, % at 6.5 µM; 0.48% of 360,000 active; AID 540295;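 active = inhibition above its plate's cutoff, the mean of tested wells on that plate plus 3 SD, cut at about 29% in these data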;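 also: 0% = Melanotan II alone and 100% = Melanotan II plus saturating MCL0020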
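system = U2OS cells with stable human MC4R expression | also added = Melanotan II challenge after compound preincubation | dosing = one concentration, 6.5 µM nominal | incubation = compound 30 min, challenge 1 h, detection 1 h | measured by = TR-FRET with Eu-cAMP and labeled anti-cAMP, 671 nm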
ABCB6 inh MLPCN: inhibitors of human ABC transporter ABCB6. Q9NP58. K562-ABCB6 porphyrin accumulation, flow cytometry, 1 h; hits give low values. fluorescence ratio to DMSO, % at 10 µM. 0.19% of 360,000 active;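 active = fluorescence ratio to DMSO below 75%, the collection mean minus 3 SD; inconclusive = too few cells collected in the well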;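 also: signal is porphyrin accumulated inside mitochondria; 100% equals median channel fluorescence of DMSO control wells; lower ratio means ABCB6 inhibition with less porphyrin fluorescence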
MC4R barr agon: activates human MC4R beta-arrestin recruitment. U2OS MC4R beta-arrestin complementation, luminescence; percent of melanotan II response, DMSO zero. activation, % at 8.9 µM. 0.98% of 360,000 active;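 active = activation above a per-plate cutoff, the mean activation of sample wells on that plate plus 3 SD, cut at about 8% in these data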
NOD2-RIPK2 inh: inhibitors of human NOD2-RIPK2 interaction; 0.38% of 360,000 active; inhibition, % at 4.98 µM; CHO BLA complementation NOD2-RIPK2, CCF4 ratio; O43353; in the data active = inhibition above about 21%;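 also: 0% = vehicle only and 100% = reference blocker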
N-glyco inh: blocks N-linked glycosylation in D54 reporter cells; D54 ERlucT glycosylation luciferase reporter, 24 h; percent of 100 nM tunicamycin response; reporter increase, % at 12.5 µM; 0.23% of 360,000 active; AID 588692;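 active = mean luciferase reporter signal, scaled so untreated is 0 and the glycosylation-blocking control 100, at or above a set limit in every replicate; inconclusive = mean reaches the limit but not every replicate does; inactive = mean below the limit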;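 also: luciferase carries N-glycosylation sites so blocking glycosylation raises the light; 0% = median of neutral control wells and 100% = median of 100 nM tunicamycin wells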
TLR9-MyD88 block: TLR9-MyD88 interaction inhibition; Q9NR96+Q99836; inhibition, % at 4.98 µM; CHO BLA complementation TLR9-MyD88, CCF4 FRET ratio; 0.21% of 340,000 active;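 active = inhibition above the mean over all tested compounds plus 3 SD, cut at about 21% in these data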;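 also: 0% = DMSO only wells and 100% = clavulanate BLA inhibitor control wells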
Granule exo inh: lytic granule exocytosis inhibition. AID 651702. 0.66% of 360,000 active. inhibition, % at 10 µM. TALL-104 LAMP-1 surface exposure, flow cytometry; cells stimulated with thapsigargin and PMA;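 active = inhibition above about 55%, limit read from the data; inconclusive = no clear call, values can overlap the other calls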
Numbers without * were called inactive; i = inactive; ? = inconclusive; nt = not tested or not shown.

Second line of a record – ABHD5-PLIN5 inh	aDG glyco act	Vif inh	MC4R antag cAMP	ABCB6 inh MLPCN	MC4R barr agon	NOD2-RIPK2 inh	N-glyco inh	TLR9-MyD88 block	Granule exo inh
- CN(C(=O)c1cccc(NC(=O)Cc2ccc(NC(=O)C3CCCN(S(=O)(=O)c4cccc([N+](=O)[O-])c4)C3)cc2)c1)C1CCCCC1 (configuration not stated)
→ 3	-0.2	-1	-5	106	-1.2	-4	-3	-7	0
- COC(=O)C1=C(Nc2ccc(C)cc2)C=C(C)C(C(=O)OC)C1c1cccc(OC)c1 (configuration not stated)
→ -4	-0.1	34	4	101	-2.3	2	8	0	2
- COc1ccc(C2CC(=O)C=C3c4ccc(OC)cc4CCC32)cc1 (configuration not stated)
→ 2	-0.2	-2	6	103	-0.2	-10	2	-5	10
- O=C(O)c1ccc(Cl)c(N2C(=O)Nc3ccccc3N2O)c1
→ -1	-0.2	4	10	99	-3.7	4	1	7	-3
- COc1ccccc1NC(=O)c1ccc2nc(C)sc2c1
→ -4	-0.1	-9	2	101	0.6	-4	0	-17	-8
- CCCNS(=O)(=O)c1ccc(CCC(=O)N2CCCCC2)cc1
→ -1	0.2	0	1	97	0.8	-8	-2	-2	1
- CC1(OC(=O)c2ccc(Cl)nc2)C(=O)C=C2C=C3CCCN3C=C2C1=O (configuration not stated)
→ -24	-0.3	-2	0	100	-1.1	-3	2	-15	6
- Nc1ccnc(C(F)(F)F)c1C(=O)c1ccccc1
→ -3	0.0	14	0	103	-0.1	-2	0	1	4
- COc1ccc(C(=O)Nc2ccc3[nH]ccc3c2)cc1OC
→ 1	-0.1	0	-4	97	-0.2	4	3	-5	-9
- COCCNC(=O)C(c1cccnc1)N(Cc1ccc(C)cc1)C(=O)Cn1nnc2ccccc21 (configuration not stated)
→ 0	0.0	4	3	101	-2.8	10	2	-3	-11
- CN(CC(=O)Nc1c(Cl)cccc1Cl)CC(=O)N(C)C1(C#N)CCCCC1
→ 8	0.3	5	2	94	0.5	2	-4	-3	1
- CCOC(=O)/C(=C/C=C1\Sc2cc(C)c(C)cc2N1CC)C(C)=O
→ -4	1.5	i	11	130	1.3	-1	-3	-1	6
- COc1ccc(CN2C(=O)c3ccccc3C2C(=O)NCC2CCCO2)c(OC)c1 (configuration not stated)
→ 1	0.3	-4	12	95	-0.4	-16	1	-54	0
- COc1ccccc1CN(C)C(=O)COC(=O)c1ccc(Cl)nc1
→ -1	-0.3	1	6	100	-1.5	-14	0	0	4
- CC1(C)CC(=O)C2=C(C1)N(c1ccc(F)cc1)C(=O)C2(NC(=O)c1ccccc1F)C(F)(F)F (configuration not stated)
→ 1	-0.2	9	2	97	-0.1	-5	3	-19	1
- CC1=C(C(=O)N(C(C)C)C(C)C)CC(CC(=O)NCC2CCCCC2)C(=O)N1Cc1ccc(C(C)(C)C)cc1 (configuration not stated)
→ -4	0.2	nt	nt	94	nt	3	nt	nt	64*
- Fc1cccc(F)c1-n1c(CN2CCCCC2)csc1=S
→ -3	0.1	5	0	97	-0.3	1	4	7	-6
- Cc1cccc(C(=O)N=c2sccn2C)c1[N+](=O)[O-]
→ 3	-0.1	-3	3	97	-2.8	-7	-1	1	1
- Cc1cc2cccc(C)c2nc1SCC(=O)N(C)c1nc(-c2ccccc2)cs1
→ -1	0.0	10	6	102	-1.4	2	1	-2	3
- O=C(NNC(=S)Nc1ccc(Br)cc1)c1ccccc1Br
→ -5	-0.3	2	-1	98	-2.1	-3	3	-1	2
- CCn1c(=O)n(CC)c2cc(N3CCCC3)c(NC(=O)c3ccc(C)cc3)cc21
→ -5	0.0	9	16	94	-0.4	-9	2	-1	8
- CN1CCN(c2ccccc2NC(=O)c2cccs2)CC1
→ -8	0.3	-1	5	86	-2.2	-5	-1	-8	3
- Cc1ccc(-c2ccc([C@H]3[C@@H]4C=CCC[C@@]4(C)C(=O)N3Cc3ccccc3)c(F)c2)cc1
→ -20	0.2	-7	5	95	0.5	4	-6	2	-41
- COCCCNC(=O)C1CCC(CNS(=O)(=O)c2ccc3c(c2)N(C(C)=O)CCO3)CC1 (configuration not stated)
→ 2	0.4	0	-3	98	2.0	-3	1	2	3
- COc1cc(Cn2c(=O)c3c(OC)c(C)cnc3n(C)c2=O)cc(OC)c1
→ 5	-0.1	-3	-2	98	-1.4	-7	1	-13	0
- COC(=O)c1cc(NC(=O)CC2SC(=Nc3ccccc3)N(CCc3c[nH]c4ccccc34)C2=O)cc(C(=O)OC)c1 (configuration not stated)
→ 6	1.3	13	7	101	-3.4	3	1	-5	0
- Cc1cccc2sc(N(CCCN(C)C)C(=O)CCS(=O)(=O)c3ccccc3)nc12
→ 18	-0.5	1	-8	101	-2.3	25*	-15	5	91*
- O=C(O)Cn1c(-c2cscn2)nc2ccccc21
→ 3	-0.2	2	0	96	1.1	-3	4	4	1
- O=C1C2C3C=CC(C3)C2C(=O)N1CNc1ccccc1 (configuration not stated)
→ -3	-0.5	4	11	107	-0.3	3	1	-13	1
- O=C(NNS(=O)(=O)c1ccccc1[N+](=O)[O-])c1cccc(Cl)c1
→ -1	0.3	-4	4	105	-1.8	-3	1	-6	-1
- CC(OC(=O)C1CCN(S(=O)(=O)c2ccc(C(C)(C)C)cc2)CC1)C(=O)N1CCOCC1 (configuration not stated)
→ -2	0.4	-10	1	95	-0.7	-1	-1	2	-9
- Cc1nn(Cc2c(F)c(F)c(F)c(F)c2F)c(C)c1NC(=O)c1c([N+](=O)[O-])cnn1C
→ 5	0.2	-3	6	108	1.6	-13	-2	-4	-1
- Cc1cc(CNC(=O)COC(=O)c2ccc(Cl)c(N)c2)cc(C)c1O
→ -4	0.4	4	0	103	1.9	-6	-1	9	2
- CC(=O)Nc1ccc(NC(=O)C(C)Oc2ccccc2C(=O)NCc2ccccc2)cc1 (configuration not stated)
→ 0	0.0	1	-1	96	-3.0	7	-1	-10	6
- CC(=O)C1=C(C)Nc2ncnn2C1c1ccc(Cl)cc1 (configuration not stated)
→ 2	-0.1	nt	2	99	-0.5	-11	4	-4	-1
- CC(=O)c1ccccc1NC(=O)COC(=O)/C(=C/c1ccccc1)n1nnnc1C
→ 16	1.8	5	0	88	-1.1	-4	7	0	-4
- COc1ccc(CN2C[C@H]3CCCN3c3cc(Br)ccc3S2(=O)=O)cc1
→ -8	0.0	nt	-17	96	-3.3	3	13	0	8
- COc1ccc(C)cc1NC(=O)c1cccc(C(=O)Nc2cc(C)ccc2OC)c1
→ 1	-0.1	-6	3	95	-1.3	1	2	-5	-4
- O=C(Nc1ccccc1[N+](=O)[O-])C1C(c2ccccc2)=C1c1ccccc1
→ 5	-0.3	8	10	91	0.0	1	-2	-4	-2
- O=C(Cc1c(O)c2ccccc2[nH]c1=O)N(Cc1ccccc1)Cc1ccccc1
→ 1	0.4	2	16	107	0.8	-7	-1	5	-1
- COC(=O)Cn1ncc(N2CC(C)OC(C)C2)c(Cl)c1=O (configuration not stated)
→ 1	0.1	2	-1	91	-2.2	5	1	7	7
- CC(C)NC(=O)CSc1nnc(-c2ccc(C(C)(C)C)cc2)n1C
→ 10	0.5	3	-7	98	3.4	-2	-1	7	1
- Cc1cc(NC(=O)c2ccccc2-c2ccccc2C(=O)O)no1
→ 0	0.0	0	6	101	-0.2	5	1	11	0
- Fc1ccc(CCN2CCN=C2Nc2ccccc2)cc1
→ -5	1.3	3	10	101	-0.3	-12	0	0	0
- Cc1cc(NC(=O)c2cccc(Oc3ccccc3)c2)n[nH]1
→ -4	0.3	nt	-3	93	-3.1	2	-5	-5	1
- COc1cccc(NC(=O)N(C)C[C@H]2OCc3cnnn3CCCC(=O)N([C@H](C)CO)C[C@@H]2C)c1
→ 3	2.9	-5	3	102	-0.9	9	3	-3	-1
- CC(=O)Oc1ccc(-c2cccc(C(=O)OCC(=O)N(C)c3ccccc3)c2)cc1
→ -4	0.0	-3	-7	101	0.3	8	-2	3	6
- c1ccc(Cc2nnc3sc(Nc4ccccc4)nn23)cc1
→ 2	0.1	nt	-12	93	-1.2	1	-5	-2	0
- Cn1c(CSCc2ccc(F)cc2)n[nH]c1=S
→ -4	-0.1	-3	1	100	-1.8	-7	1	-4	-14
- O=C1C(=Cc2cccn2-c2ccc(O)cc2)C(=O)c2ccccc21
→ -1	-0.3	2	0	110	1.8	-14	0	6	3
- CC(C)NS(=O)(=O)c1ccc(OCC(=O)NCc2ccc3c(c2)OCO3)c(Cl)c1
→ -2	0.0	-8	-2	86	-1.5	-3	2	5	-2
- O=C(NCc1ccccc1)c1nccnc1CO
→ -5	0.0	1	9	99	-2.0	2	0	6	-4
- CN(C)c1nc(Oc2ccc(=O)[nH]n2)nc(N2CCCCC2)n1
→ -4	-0.4	21	18	104	-0.8	-7	2	-23	1
- CNS(=O)(=O)c1cn(CC(=O)NCc2ccc(N(C)C)cc2)cc1S(=O)(=O)NC
→ 2	-0.1	nt	1	105	-1.1	-2	-1	-3	3
- CCc1ccc(NC(=O)C2CCN(C(=O)N3CCOc4ccccc43)CC2)cc1
→ -4	0.4	nt	5	94	-0.4	3	-1	6	3
- COc1ccc(C(=O)Nc2ccc3ccccc3c2)cc1
→ 2	0.0	-6	-3	100	3.3	8	-22	9	-9
- C=CCn1c(Cc2ccc(OC)cc2)nnc1SCC(=O)c1cccc([N+](=O)[O-])c1
→ 1	-0.2	9	4	98	-1.7	-5	-2	8	0
- O=C(CCNC(=O)c1ccc([N+](=O)[O-])cc1)Nc1ccc(S(=O)(=O)N2CCOCC2)cc1
→ 0	-0.2	?	-1	102	-4.1	1	-3	-3	-2
- O=C(CCN1CCCCC1)c1cccc(Cl)c1
→ 4	0.3	5	10	102	-2.1	-14	0	-4	2
- O=C(C(c1ccccc1)c1ccccc1)N1CCN(CCN2C(=O)c3cccc4cccc(c34)C2=O)CC1
→ 4	-0.1	-2	-1	100	-0.8	9	3	5	-4

Next results follow:
Second line of a record – ABHD5-PLIN5 inh	aDG glyco act	Vif inh	MC4R antag cAMP	ABCB6 inh MLPCN	MC4R barr agon	NOD2-RIPK2 inh	N-glyco inh	TLR9-MyD88 block	Granule exo inh
- O=C(CSc1ccc(-c2ccc(F)cc2)nn1)N1CCOCC1
→ 0	-0.4	6	-1	93	-2.2	1	2	-8	-4
- CSc1ccccc1NC(=O)CN(C)C(=O)C1CCN(C(=O)Nc2ccccc2)CC1
→ -1	-0.2	nt	0	86	2.3	5	3	2	-4
- CCOC(=O)C1(Cc2ccccc2C)CCCN(Cc2cn(C)nc2C)C1 (configuration not stated)
→ 4	-0.3	1	2	100	-4.0	-8	0	-4	4
- COc1ccc(-n2c(C)cc(/C=C3\SC(=O)NC3=O)c2C)cc1
→ 8	0.3	-1	11	99	0.9	2	0	-2	-8
- CCc1ccc2nc(NC(=O)c3ccc(N4C(=O)CCC4=O)cc3)sc2c1
→ -3	-0.1	3	-1	95	0.6	-8	-1	-2	1

Taken from above.
O=C(CSc1ccc(-c2ccc(F)cc2)nn1)N1CCOCC1 @ ABCB6 inh MLPCN: 93
COc1ccc(-n2c(C)cc(/C=C3\SC(=O)NC3=O)c2C)cc1 @ MC4R antag cAMP: 11

An excerpt; rates above refer to the full screens.
